DYRK1A inh = blocks rat Dyrk1A kinase activity; ADP-Glo luminescence, NFATc1 peptide; inhibition, % at 12.5 µM; 310,000 compounds, 0.43% hits; AID 504441; in the data active = inhibition above about 50%;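 also: plate controls were vehicle with enzyme for no effect and no enzyme for full effect; many of its hits are not listed in these tables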
GSK3B inh = blocks human GSK3beta kinase activity. activity score (negative = inhibition), % at 10 µM. 300,000 compounds, 0.038% hits. AID 2097. GST-GSK3beta kinase, ADP-Glo luminescence, 60 min; hits give low values. P49841;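 active = more than half of replicate wells score below -50%, meaning over 50% inhibition versus plate controls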;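 also: 0% = median DMSO wells and -100% = median GW8510 positive control wells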
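Assay system: GST-fused GSK3beta enzyme, cell-free / Medium: Tris pH 7.5 buffer with MgCl2, DTT, BSA, heparin / Also added: peptide substrate plus 25 µM ATP (final) / Compound: 10 µM single point / Timing: kinase reaction with compound 60 min at room temperature / Detection: ADP-Glo luminescence / Benchmarks: DMSO neutral wells and GW8510 at 20 µM as positive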
GSK3 alpha inh = blocks human GSK-3 alpha kinase; 320,000 compounds, 0.1% hits; ADP-Glo luminescence, 60 min; inhibition, % at 10 µM; P49840;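 in the data active = inhibition above about 50%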;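 also: GST-tagged GSK-3 alpha with peptide substrate and 25 µM ATP; 0% = DMSO neutral wells and 100% = GW8510 positive control wells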
KCNQ1 block = inhibitors of human KCNQ1 potassium channel; P51787; CHO-K1 KCNQ1, FluxOR thallium flux fluorescence; hits give high values; B-score at 10 µM; 310,000 compounds, 1.3% hits;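 active = compounds whose thallium flux B-score, printed positive for inhibition, exceeds three library SD while starting fluorescence stays within three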;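 also: channel opened by potassium depolarization with thallium stimulus after 20 min compound exposure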
Target sequence (P51787 whole entry, looked up): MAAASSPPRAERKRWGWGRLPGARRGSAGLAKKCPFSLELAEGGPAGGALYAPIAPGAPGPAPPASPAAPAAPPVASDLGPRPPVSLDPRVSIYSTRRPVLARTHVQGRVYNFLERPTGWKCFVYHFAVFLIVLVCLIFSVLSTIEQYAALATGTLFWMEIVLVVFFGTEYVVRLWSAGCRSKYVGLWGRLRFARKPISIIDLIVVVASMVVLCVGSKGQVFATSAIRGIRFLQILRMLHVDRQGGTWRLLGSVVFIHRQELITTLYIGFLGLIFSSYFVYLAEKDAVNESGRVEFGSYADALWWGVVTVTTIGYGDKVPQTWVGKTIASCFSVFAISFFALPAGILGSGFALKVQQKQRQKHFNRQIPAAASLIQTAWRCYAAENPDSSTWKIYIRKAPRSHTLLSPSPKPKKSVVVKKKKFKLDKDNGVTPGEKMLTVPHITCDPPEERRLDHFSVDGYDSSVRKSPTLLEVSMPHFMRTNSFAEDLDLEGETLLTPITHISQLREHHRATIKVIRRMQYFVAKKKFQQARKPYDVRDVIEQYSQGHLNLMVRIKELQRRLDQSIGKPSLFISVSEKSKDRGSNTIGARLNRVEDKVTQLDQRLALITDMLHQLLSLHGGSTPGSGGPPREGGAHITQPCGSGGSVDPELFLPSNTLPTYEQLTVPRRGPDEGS
RGS4 act = potentiators or activators of RGS4; HEK293 M3R/inducible RGS4, carbachol calcium flux Fluo4; hits give low values; B-score at 10 µM; 310,000 compounds, 0.92% hits; AID 463111;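 active = B-score of the integrated calcium signal more than 4 SD below the library mean, with starting fluorescence not abnormally high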;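 also: negative B-score means reduced calcium response which marks RGS4 activation or potentiation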
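System: HEK293 FlpIn-TREx cells, stable M3R, doxycycline-inducible RGS4. Timing: overnight RGS4 induction, 30 min dye load 37 °C, 20 min compound RT. Also added: carbachol, ECmax concentration. Measured by: Fluo4 fluorescence kinetic imaging of calcium. Evaluation: integrated calcium ratio converted to B score.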
KCNK9 inh = inhibitors of human KCNK9 two-pore domain potassium channel. Q9NPC2. HEK293 KCNK9, FluxOR thallium flux fluorescence; hits give low values. B-score at 10 µM. 310,000 compounds, 1.2% hits. AID 488922;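 active = ratio B-score over 3 SD below the library mean, with starting fluorescence within 5 SD of its mean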;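 also: negative B-score means less thallium flux so channel inhibition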
hERG protect = shields human hERG channel from block by proarrhythmic agents; activation (rescue from dofetilide block), less the hit threshold, % at 10 µM; 310,000 compounds, 0.51% hits; Q12809; AID 1511; CHO-hERG, FluxOR thallium flux, dofetilide IC70 present;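 active = activation above the mean of controls blocked by dofetilide plus 5 SD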;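 also: thallium influx through hERG after potassium depolarization seen as dye fluorescence rise; in these data hits start at about 4.7%; inactives centre near -7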
KCNK3 block = human KCNK3 channel inhibition, primary screen | O14649 | CHO-KCNK3 thallium flux, FluxOR fluorescence; hits give low values | B-score at 10 µM | 340,000 compounds, 0.84% hits;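 active = B-score under library mean minus 4 SD, starting fluorescence ratio at most library mean plus 5 SD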;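 also: more negative B-score means stronger inhibition of thallium flux through KCNK3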
RGS4 block = inhibitors of human RGS4. P49798. HEK293 M3R/RGS4 inducible, Fluo-4 calcium flux; hits give high values; triggered by carbachol at its EC20. B-score at 10 µM. 310,000 compounds, 0.45% hits;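 active = B-score, a plate-corrected calcium signal, over three deviations above library mean, with baseline fluorescence within five deviations of library mean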;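 also: RGS4 expression induced by doxycycline in cells with stable M3 receptor; B-score is computed from the integrated fluorescence ratio over baseline after carbachol; higher B-score means a larger calcium signal and so more RGS4 inhibition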
Target sequence (P49798 whole entry, looked up): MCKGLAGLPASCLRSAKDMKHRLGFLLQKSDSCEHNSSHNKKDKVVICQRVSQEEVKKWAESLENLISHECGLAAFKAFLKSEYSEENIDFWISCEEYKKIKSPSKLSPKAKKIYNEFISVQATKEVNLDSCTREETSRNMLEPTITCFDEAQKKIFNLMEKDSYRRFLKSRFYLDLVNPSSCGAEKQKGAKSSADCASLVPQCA
PolyA inh = inhibitors of polyadenylation in S. cerevisiae | calls only at 12 µM | 300,000 compounds, 0.02% hits | AID 1875 | S. cerevisiae SKY197-pL101 polyadenylation reporter, beta-gal luminescence; efflux-impaired pdr1/pdr3 knockout yeast; score 100 = 6 SD above DMSO;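 active = lowest replicate activity score at least 50, where 100 means six control SD above control mean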;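 also: yeast exposed to compound for 9 h at 30 °C; higher score means more reporter readthrough which indicates perturbed polyadenylation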
KCNQ1 act = human KCNQ1 channel potentiation or activation; P51787; CHO-K1 KCNQ1, thallium flux FluxOR fluorescence; hits give high values; B-score at 10 µM; 310,000 compounds, 0.35% hits;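 active = fluorescence ratio B-score, a plate-corrected score, at least three library SD, with initial intensity B-score within 5 SD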
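Schedule – 37 °C overnight plating, 90-min dark dye load, 20-min compound pretreatment · System – stable KCNQ1 CHO-K1 line · Probe or stimulus – thallium- and potassium-containing depolarizing buffer · Measured by – kinetic FluxOR fluorescence, 10 s baseline plus 110 s post-stimulus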
Active calls of the source: *; i = inactive; . = not tested or not shown. This is a subset; the hit share may differ from the screen's.

SMILES	DYRK1A inh	GSK3B inh	GSK3 alpha inh	KCNQ1 block	RGS4 act	KCNK9 inh	hERG protect	KCNK3 block	RGS4 block	PolyA inh	KCNQ1 act
Cc1ccccc1C(=O)NNC(=S)NC(=O)c1ccc(Cl)cc1Cl	4	2	-2	i	-10*	i	-15	i	i	i	15*
CCc1nc(N2CCN(C(C)=O)CC2)c2c3c(sc2n1)CC(C(C)(C)C)CC3 (stereo not drawn)	2	2	-1	i	i	i	-1	i	i	i	i
O=C(c1ccc(N2CCOCC2)cc1)c1cccs1	4	-1	4	i	i	i	-13	i	i	i	i
O=C(O)c1cc(-c2cccc(Cl)c2)nc2nc(N3CCCCC3)sc12	6	5	0	i	i	i	-7	i	i	i	i
CCCCC1=CC2=C(c3ccco3)C(=O)C(C)(OC(=O)c3ccc(OC)cc3)C(=O)C2=CN1C1CC1 (stereo not drawn)	5	-4	-1	i	i	i	-12	i	9.3*	i	i
COc1ccc(C)cc1NC(=O)CN(C)S(=O)(=O)c1ccc2c(c1)n(C)c(=O)c(=O)n2C	1	0	0	i	i	i	-13	i	i	i	i
Cc1cc(S(=O)(=O)N(Cc2cccs2)Cc2ccccc2F)ccc1-n1cnnn1	-4	0	0	i	i	i	-12	i	i	i	i
COc1ccccc1/C=c1\sc2nc(-c3ccco3)nn2c1=O	0	3	-2	i	i	i	-11	i	i	i	i
CCOc1ccc(C2NC(=O)NC(C)=C2[N+](=O)[O-])cc1OC (stereo not drawn)	-5	-4	5	i	i	i	-4	i	i	i	i
CCOC(=O)c1c(C)nc(C)c(C(=O)OCC)c1-c1ccccc1	-5	.	-2	i	i	i	-11	i	i	i	i
CC(NC(=O)CN(c1cccc(C(F)(F)F)c1)S(=O)(=O)c1ccc(Cl)c([N+](=O)[O-])c1)c1ccccc1 (stereo not drawn)	-1	3	-4	i	i	i	-6	i	i	i	i
Cc1nonc1N1CCN(Cc2cn[nH]c2-c2ccc3c(c2)OCO3)CC1	8	0	.	i	i	i	-9	i	i	i	i
CCCCCN(C(=O)CCC(=O)OCc1ccc(Cl)cc1Cl)c1c(N)n(CCCC)c(=O)[nH]c1=O	0	-5	-3	i	i	i	-15	i	i	i	i
CCOC(=O)C1(CC2CCCCO2)CCN(S(=O)(=O)c2ccsc2)CC1 (stereo not drawn)	3	2	1	i	i	i	-5	i	i	i	i
CC1CCN(C(=O)C(=O)c2cn(CC(=O)N3CCCC3)c3ccccc23)CC1	-1	-2	-1	i	i	i	-1	i	i	i	i
Cc1cc(C)nc(NNC2=CC(=O)CC(C)(C)C2)n1	-3	-3	-2	i	i	i	-11	i	i	i	i
Cc1nccn1Cc1ccccc1	-4	-1	-4	i	i	i	-12	i	i	i	i
CC(C)(C)C1CCc2onc(C(=O)NC3CCCC3)c2C1 (stereo not drawn)	1	3	0	i	i	i	-9	i	i	i	i
O=C(Nc1cccc([N+](=O)[O-])c1)C1C2CCCCC21 (stereo not drawn)	-7	-1	2	i	i	i	-7	i	i	i	i
CCOc1ccc(S(=O)(=O)NCCC(=O)NCCCSc2ccccc2)cc1	1	-1	-2	i	i	i	-7	i	i	i	i
CC(C)(C)c1ccc(C(=O)Nc2cccnc2)cc1	1	.	1	i	i	i	-6	i	i	i	i
NNc1nc(Nc2ccccc2)nc(Nc2ccccc2)n1	-23	0	-3	i	i	i	-14	i	i	i	i
Cc1ccc(Cl)c(N/C=C/C(=O)c2ccccc2)c1	8	-1	-1	i	i	-15*	-1	i	i	i	i
O=C(NN=C1CCCCCCC1)c1ccc2ccccc2n1	7	0	-6	i	i	i	-28	i	i	i	i
O=C(CNC(=O)C1CCCCC1)NCCCO	-9	-1	-5	i	i	i	-3	i	i	i	i

The list goes on, overlapping the part above by 2 compounds.
SMILES	DYRK1A inh	GSK3B inh	GSK3 alpha inh	KCNQ1 block	RGS4 act	KCNK9 inh	hERG protect	KCNK3 block	RGS4 block	PolyA inh	KCNQ1 act
O=C(NN=C1CCCCCCC1)c1ccc2ccccc2n1	7	0	-6	i	i	i	-28	i	i	i	i
O=C(CNC(=O)C1CCCCC1)NCCCO	-9	-1	-5	i	i	i	-3	i	i	i	i
CC(=O)Nc1ccc(S(=O)(=O)N(C)CC(=O)OCC(=O)N2CCc3ccccc32)cc1	-1	2	0	i	i	i	-8	i	i	i	i
CNc1c(NS(=O)(=O)c2cc(Cl)ccc2OC)c(=O)oc2ccccc12	0	1	1	i	i	i	-10	i	i	i	i
CCC(C)n1ncn(-c2ccc(N3CCN(c4ccc(O)cc4)CC3)cc2)c1=O (stereo not drawn)	-3	-4	-1	i	i	i	-6	i	i	i	i
CCN(CC(=O)Nc1c(F)cccc1F)C(=O)CC1CCCC1	2	2	-2	i	i	i	-10	i	i	i	i
CCOc1ccc(N2C(=O)CC(Sc3nc(C)cc(C)c3C#N)C2=O)cc1 (stereo not drawn)	-5	1	-5	i	i	i	-10	i	i	i	i
Cc1sc2nc(CSCC(=O)Nc3ccc(N4CCOCC4)cc3)[nH]c(=O)c2c1C	7	1	-4	i	i	i	-7	i	i	i	i
O=C(COc1cccc(C(F)(F)F)c1)Nc1ccc2[nH]ncc2c1	33	3	-1	i	i	i	-8	i	i	i	i
COc1cc2c(cc1OC)CN(C(=O)CSc1nc(C)cc(C)c1C#N)CC2	1	4	-1	i	i	i	-5	i	i	i	i
COc1ccc(C2(CNC(=O)/C=C/c3ccco3)CCCC2)cc1OC	-9	-4	-5	i	i	i	-13	i	i	i	i
CCOc1ccccc1Nc1ccnc2cc(Cl)ccc12	-1	4	-2	i	i	i	-12	i	i	i	i
C=CCN1C(=O)c2ccc(C(=O)N(CC)CC(=O)Nc3cc(Cl)ccc3C)cc2C1=O	4	3	.	i	i	i	2	i	i	i	i
COc1ccc(OCC(=O)NNC(=S)NC(=O)c2ccc(Br)o2)cc1	3	3	0	i	i	i	-8	i	i	i	i
CCc1ccc(C(=O)Nc2ccc3c(c2)n(C)c(=O)n3C)cc1	8	0	.	i	i	i	-3	i	i	i	i
COc1ccc(NC(=O)NNC(=O)COc2ccc(Cl)cc2C)cc1OC	-3	2	0	i	i	i	-2	i	i	i	i
O=C(NCCN1CCOCC1)c1cc2c(=O)n3ccccc3nc2n1Cc1ccccc1	0	0	5	i	i	i	-6	i	i	i	i
CN(CC(=O)Nc1ccc(Cl)cc1)C(=O)Cn1[nH]c(=O)c2ccccc2c1=O	-7	-2	3	i	i	i	-18	i	i	i	i
FC(F)(F)c1cccc(Cc2noc(CN3CCSCC3)n2)c1	0	5	0	i	i	i	-5	i	i	i	i
O=C(CCN1C(=O)c2ccccc2C1=O)NCCN1CCOCC1	-2	1	5	i	i	i	-12	i	i	i	i
Cc1oncc1C(=O)Nc1ccc2ccccc2c1	5	0	.	i	i	i	-3	i	i	i	i
O=C(c1ccccc1)n1c(=O)c(F)cn(COCCBr)c1=O	8	0	-3	i	i	i	-8	i	i	i	i
O=C(CSC(=S)N1CCOCC1)Nc1ncc2c(n1)CC(c1ccco1)CC2=O (stereo not drawn)	7	1	1	i	i	i	-11	i	i	i	i
Cc1ccccc1NC(=O)Cc1c[nH]c2ccccc12	-6	-1	-1	i	i	i	-8	i	i	i	i
O=C(COc1ccc(Cl)cc1)NNC(=O)c1ccccn1	-6	-3	-2	i	i	i	-11	i	i	i	i
O=C(CC(=O)NC1CCCCC1)N/N=C/c1cccc2ccccc12	-13	1	0	i	i	i	-5	i	i	i	i
CNC(=O)c1nc[nH]c1C(=O)NC	-1	1	-2	i	i	i	-7	i	i	i	i
More records:
SMILES	DYRK1A inh	GSK3B inh	GSK3 alpha inh	KCNQ1 block	RGS4 act	KCNK9 inh	hERG protect	KCNK3 block	RGS4 block	PolyA inh	KCNQ1 act
CCOC(=O)CCP(=O)(O)C(C)(O)c1ccccc1 (stereo not drawn)	-9	-2	.	i	i	i	-9	i	i	i	i
CCCN(CC1CCCO1)C(=O)CCc1nnc(CCc2ccc(OC)cc2)o1 (stereo not drawn)	-3	1	-6	i	i	i	-9	i	i	i	i
CCOC(=O)N1CCN(CC(=O)Nc2ccc(F)cc2)CC1	0	3	-1	i	i	i	-11	i	i	i	i
COC(=O)CN(C#N)c1nc(C)cc(C)n1	3	0	0	i	i	i	-11	i	i	i	i
O=C(COC(=O)c1cccnc1Nc1cccc(C(F)(F)F)c1)NCc1ccc2c(c1)OCO2	-7	-3	-4	i	i	i	-8	i	i	i	i
Cc1cc(C(=O)CN2C(=O)NC3(CCCC3)C2=O)c(C)n1-c1ccc2c(c1)OCO2	0	4	-7	i	i	i	-5	i	i	i	i
OC1(C(F)(F)F)CC(O)(C(F)(F)F)n2nc(-c3ccccc3)cc2N1 (stereo not drawn)	0	2	2	i	i	i	-16	i	i	i	i
COc1ccccc1CCNS(=O)(=O)c1cc2c3c(c1)C(C)C(=O)N3CCC2 (stereo not drawn)	.	-1	3	i	i	i	-8	i	i	i	i
COc1ccc(-n2c(Cc3cccn3C)nnc2SCC(=O)NCc2ccco2)cc1	3	2	.	i	i	i	-2	i	i	i	i
Oc1ccc(/C=N/Nc2ccc(C(F)(F)F)cn2)c(O)c1	61*	-23	1	i	i	i	-6	i	i	i	i
CC(=O)N(CCN1CCOCC1)Cc1cc2cc3c(cc2nc1Cl)OCO3	-5	0	-3	i	i	i	-7	i	i	i	i
Cc1cccc(CCN(C(=O)c2csnn2)C(C(=O)NC2CCCC2)c2ccco2)c1 (stereo not drawn)	-4	-1	-1	i	i	i	-10	i	i	i	i
O=C(Cc1c(F)cccc1Cl)Nc1ccncc1	6	0	2	i	i	i	-4	i	i	i	i
Cc1ccc2c(c1)c1c3n2CCN(C(=O)CN2CCN(C)CC2)C3CCC1 (stereo not drawn)	-2	-4	-3	i	i	i	-8	i	i	i	i
CCC(=O)Nc1c(-c2ccccc2Cl)c(=O)c2ccccc2n1C	-2	1	-2	i	i	i	-2	i	i	i	i
COc1ccc(C)cc1NC(=S)N1CCN(c2ncccn2)CC1	3	-4	0	i	i	i	-14	i	i	i	i
CN(C)c1ccc(NC(=O)CCN2CCN(c3ccccn3)CC2)cc1	3	-1	-1	i	i	i	-9	i	i	i	i

Screening data: PubChem, several laboratories
